FLuc act counter = firefly luciferase counter-screen for stimulation assays; ATPlite luciferase biochemical, luminescence, 10 min; 0 = ATP-free wells, 1 = DMSO control; activation factor at 10 µM; 200,000 tested, under 10 active; AID 1027; P08659;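 active means luciferase activation factor, scaled between plate controls, of at least 2 with compound at 10 µM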
Target sequence (P08659 whole entry, looked up): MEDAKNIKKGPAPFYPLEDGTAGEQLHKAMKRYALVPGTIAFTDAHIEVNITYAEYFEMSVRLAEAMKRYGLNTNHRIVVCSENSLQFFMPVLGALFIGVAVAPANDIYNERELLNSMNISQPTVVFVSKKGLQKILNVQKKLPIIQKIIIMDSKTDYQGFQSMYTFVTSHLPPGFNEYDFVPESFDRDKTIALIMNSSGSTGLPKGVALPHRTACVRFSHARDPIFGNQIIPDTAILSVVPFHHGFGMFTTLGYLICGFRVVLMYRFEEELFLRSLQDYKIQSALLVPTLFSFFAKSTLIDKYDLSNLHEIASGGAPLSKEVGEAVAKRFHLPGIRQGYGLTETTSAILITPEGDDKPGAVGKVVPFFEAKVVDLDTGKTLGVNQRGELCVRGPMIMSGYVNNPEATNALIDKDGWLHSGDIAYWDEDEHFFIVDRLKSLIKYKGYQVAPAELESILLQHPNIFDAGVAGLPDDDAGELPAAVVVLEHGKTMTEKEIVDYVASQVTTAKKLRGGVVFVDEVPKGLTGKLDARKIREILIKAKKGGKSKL
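System: Luciferase/luciferin detection reagent, cell-free biochemical luciferase assay | Medium: PBS buffer for ATP | Dosing: Test compounds dosed from 2 mM stocks in 100% DMSO | Timing: 10 min at ambient temperature | Signal: Luminescence measurement of luciferase light output | Evaluation: Luciferase activation, seen as luminescence increase over controls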
FLuc inh counter = counter-screen for luciferase assay inhibitors: firefly luciferase inhibition; P08659; ATPLite firefly luciferase biochemical luminescence, 10 min; inhibition, % at 10 µM; 200,000 tested, 1.5% active; AID 1006;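 active means inhibition above about 50% when tested at 10 µM, limit read from the data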
APP 5'UTR act = activates APP 5'UTR luciferase reporter; activation, % at 2 µM; 190,000 tested, 1% active; SH-SY5Y APP 5'UTR luciferase reporter, luminescence; zero percent = DMSO vehicle wells;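 active means activation above a set limit, based on mean plus 3 SD of controls, cut at about 140% in these data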; further: values of inactives mirror those of a sister screen read the other way
G6PDH counter = inhibits Leuconostoc G6PDH, flagging false hits in G6PDH-based assays; Purified L. mesenteroides G6PDH, diaphorase/resazurin coupled fluorescence, 45 min; inhibition, % at 5 µM; 200,000 tested, 0.12% active; in the data active means inhibition above about 50%
NF-kB expr up = NF-kB expression increase, human neuronal cells | NF-kB reporter expression; active compounds read high | fold change at 12.5 µM | 190,000 tested, 1.6% active; in the data active means fold change above about 3.3
APP 5UTR inh = APP translation inhibition; SH-SY5Y APP 5'UTR-luciferase reporter, luminescence; inhibition, % at 2 µM; 190,000 tested, 0.82% active; AID 1285;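 active means inhibition above a set limit, derived from the sample mean plus 3 SD, cut at about 45% in these data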; further: values of inactives mirror those of a sister screen read the other way
TLR4-MyD88 BLA = inhibitors of human TLR4-MyD88 binding; O00206+Q99836; HeLa CL3-4 TLR4/MyD88 BLA complementation, FRET ratio; inhibition, % at 8.4 µM; 200,000 tested, 0.18% active; AID 861; in the data active means inhibition above about 25%;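 further: 0% = vehicle and 100% = reference inhibitor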
Diaphorase inh = diaphorase inhibition or chemical oxidation counter-screen; diaphorase resazurin-to-resorufin fluorescence, NADH, 16 min; bacterial (C. kluyveri) enzyme, not human; inhibition, % at 20 µM; 190,000 tested, 0.69% active;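 active means primary screen inhibition at 20 µM above a set limit, cut at about 50% in these data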;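 further: plate controls were DMSO with full reaction for no effect and wells lacking NADH for full effect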
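Test system: Clostridium kluyveri diaphorase enzyme / Quantity: diaphorase at 0.14 U/mL in enzyme working solution / Incubation: 16-min room-temperature incubation before reading / Benchmarks: NADH-free wells as positive control, DMSO-only neutral wells / Signal: resorufin fluorescence 544/590 nm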
Diaphorase act = activates diaphorase or chemically reduces, flagging diaphorase assay artifacts; activation factor at 20 µM; 190,000 tested, 0.005% active; Diaphorase/resazurin coupled assay, resorufin fluorescence, 16 min; active compounds read high; 1 = vehicle wells, 0 = NADH-free wells; AID 1229;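 active means diaphorase activity raised at least twofold by the compound at 20 µM; inactive means activation factor below 2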
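System – purified diaphorase enzyme from Clostridium kluyveri · Input – enzyme 0.07 U/mL final · Also added – final NADH 0.114 mM, resazurin 0.1 mM · Measured by – fluorescence of resorufin, 544 nm excitation, 590 nm emission · Timing – 16 min enzyme reaction, ambient temperature · Measure – resorufin increase flagging diaphorase activators or reducers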
STAT1 activator = STAT1 signaling activation. NIH 3T3 STAT1-luciferase reporter, IFN-gamma, luminescence; 100% = IFN-gamma alone, no compound. activation (% of control), % at 5.5 µM. 200,000 tested, 2.6% active. AID 932;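 active means activation above the screen-wide mean activation plus 3 SD, cut at about 130% in these data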;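 further: raw ratio to IFN-gamma control signal so 100% means no change and 0% no light; values of inactives mirror those of a sister screen read the other way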
Starred values were filed as active, the others as inactive; nt = no result given.

The line under a structure holds: FLuc act counter	FLuc inh counter	APP 5'UTR act	G6PDH counter	NF-kB expr up	APP 5UTR inh	TLR4-MyD88 BLA	Diaphorase inh	Diaphorase act	STAT1 activator
1) CN(C)C(=O)Cn1c(=O)n(C)c2ccccc21
→ 1.1	-10	-2	6	1.2	2	2	7	0.9	99
2) Cc1cccc(N2Cc3ccccc3C2=NC(=O)c2ccc(Cl)nc2)c1
→ 1	1	10	-1	1.5	-10	3	15	0.9	99
3) COc1ccc(N2CCN(c3oc(COc4ccc(Cl)cc4Cl)nc3C#N)CC2)cc1
→ 1	-5	-12	2	1.3	12	3	21	0.8	110
4) Cc1c(C(=O)Nc2ccc(F)cc2)nnn1-c1cccc(C(F)(F)F)c1
→ 1	3	-17	-6	1.2	17	5	16	0.8	101
5) Cn1c(=O)c2c(nc(N/N=C/c3ccc(OC(=O)c4ccco4)cc3)n2Cc2ccccc2Cl)n(C)c1=O
→ 1	-2	-33	-1	0.53	33	-6	16	0.8	106
6) CCC(CC)C(=O)Nc1cccc(SC)c1
→ 1	-4	-1	11	0.89	1	-5	19	0.8	101
7) O=C(N/N=C1/CC2C=CCC12)c1ccco1 (stereo not drawn)
→ 1	0	44	12	1.7	-44	10	9	0.9	134*
8) O=C(Nc1cc(Cl)ccc1O)c1cc2n(n1)C(C(F)(F)F)CC(c1ccc3c(c1)OCO3)N2 (stereo not drawn)
→ 1	-2	-17	-66	0.92	17	-4	28	0.7	104
9) COc1ccc(C2Nc3ccccc3C(=O)N2c2ccc(C)cc2)cc1Cn1cc([N+](=O)[O-])cn1 (stereo not drawn)
→ 1	-4	97	3	1.4	-97	10	-1	1	118
10) O=C(O)c1ccccc1NS(=O)(=O)c1ccc2c3c(cccc13)C(=O)N2
→ 1	0	15	5	1.1	-15	-8	12	0.9	101
11) CCCCn1c(NCCN(C)C)nc2c1c(=O)[nH]c(=O)n2C
→ 1	-4	1	3	0.98	-2	-8	0	1	102
12) O=C(NC(C(=O)c1ccccc1)N1CCOCC1)c1ccccc1 (stereo not drawn)
→ 1	-5	-12	2	1.4	12	-6	16	0.8	111
13) Cc1ccc(C)c(NC(=O)C(=O)NCc2ccccn2)c1
→ 1.1	-9	-5	-12	1.4	5	0	0	1	92
14) C=CCNC(=S)N(CC=C)C1CCS(=O)(=O)C1 (stereo not drawn)
→ 1	-4	17	4	1.3	-17	0	-4	1	97
15) Cc1cccc(NC(=O)CSC2=NN3CCCC(=O)N=C3S2)c1C
→ 1.1	-7	-7	7	2.9	7	8	-5	1.1	98
16) Cc1cc(C)c(OCC(=O)Nc2cc(C(=O)O)cc(C(=O)O)c2)cc1C
→ 1	-4	22	1	1.1	-22	-7	8	0.9	92
17) O=C(Nc1ccccc1)C1=C[C@H](c2csc3ccccc23)C[C@H](OCCCCO)O1
→ 1	-3	11	15	0.61	-11	0	24	0.8	104
18) CCC(C)NC(=O)C1CN(S(=O)(=O)c2ccccc2)CCN1S(=O)(=O)c1ccccc1 (stereo not drawn)
→ 1	3	-12	6	1.2	12	1	0	1	96
19) O=C(Nc1cccc2ncccc12)c1ccc(OCc2ccccc2)cc1
→ 1.1	-6	7	-5	0.9	-7	7	1	1	79
20) COc1cc2c(cc1NC(=O)COC(=O)[C@@H](NC(=O)c1ccccc1)C(C)C)oc1ccccc12
→ 1	-4	27	-23	0.98	-27	-5	6	0.9	98
21) O=C(NCc1ccccc1)NC1CCS(=O)(=O)C1 (stereo not drawn)
→ 1.1	-6	1	21	1.1	-1	13	15	0.9	97
22) COc1ccccc1-n1c(CNc2ccc(F)cc2)nnc1SCC(=O)Nc1cc(C)on1
→ 1.1	-11	-7	4	1.1	7	-13	14	0.9	103
23) Cc1cccc(NS(=O)(=O)c2cc(C(=O)NCCC3=CCCCC3)ccc2Cl)c1
→ 1.1	-7	0	3	0.7	0	-6	16	0.8	82
24) COc1ccc(NC(=O)CN(Cc2ccccc2)Cc2ccccc2)cc1S(N)(=O)=O
→ 1.1	-7	5	-11	0.98	-5	-1	16	0.8	95
25) CSC1=NCCN1C(=O)C(C)(C)Oc1ccc(Cl)cc1
→ nt	nt	3	nt	nt	-3	8	nt	nt	88
26) CSc1ccccc1NC(=O)CN(C)CC(=O)Nc1ccc(Cl)cc1F
→ 1	0	-1	18	1	1	1	16	0.8	95
27) O=C(Nc1ccc(S(=O)(=O)NC2=NCCCCC2)cc1)c1ccc2ccccc2n1
→ 1.1	-5	8	0	1.2	-8	1	17	0.8	110
28) Oc1ccc(/C=N/Nc2nc(-c3ccc(Cl)cc3)cc(C(F)(F)F)n2)cc1
→ 1	0	1	7	0.63	-1	-2	29	0.7	96
29) O=C(CSC1=NCCS1)Nc1nc(-c2ccccc2)cs1
→ 1	-5	9	4	1.2	-9	-10	24	0.8	114
30) Cc1ccc(-c2n[nH]c(=O)c3ccccc23)cc1S(=O)(=O)N(C)CCO
→ 1	-2	5	12	1.1	-5	-8	9	0.9	100
31) C/C(NCCCn1ccnc1)=C(\C#N)C(N)=O
→ 1.1	-5	6	0	1.3	-6	-1	12	0.9	104
32) Cc1nnc(NC(=O)CSc2nc3ccccc3[nH]2)s1
→ 1	-4	12	8	1.4	-12	-3	8	0.9	105
33) Cc1ccc(S(=O)(=O)Nc2ccc3c(c2)OCCO3)cc1C
→ 1.1	-6	11	7	0.34	-11	-8	18	0.8	70
34) CCN1CCN(C(=O)Cn2cnc3sc(C)c(S(=O)(=O)N4CCN(c5ncccn5)CC4)c3c2=O)CC1
→ 1.1	-6	3	4	1	-2	1	0	1	99
35) O=c1o[nH]c(-c2ccccc2)c1C1=NCCCCC1
→ nt	nt	4	nt	1.1	-4	3	nt	nt	100
36) Cc1nnc(NC(=O)CSc2ccc(-c3cccnc3)nn2)s1
→ 1	-2	-10	14	1.1	10	-1	13	0.9	97
37) Cc1ccc(NC(=O)CSc2nnc(-c3ccco3)o2)cc1
→ 1.1	-5	28	0	1.1	-28	-10	9	0.9	104
38) CCN(CC)S(=O)(=O)c1cccc(-c2nnc(SCCCC(=O)c3ccc(F)cc3)o2)c1
→ 1.1	-7	8	5	0.55	-8	-4	8	0.9	106
39) O=C(C1CCCN(S(=O)(=O)c2ccc(Cl)cc2)C1)N(Cc1cccs1)C1CC1 (stereo not drawn)
→ 1	-4	-19	0	0.81	19	-3	12	0.9	97
40) CCN1C(=O)[C@H]2[C@H]3[C@H](O)[C@H](O)C/C(=N\O[C@H](C)c4cn([C@H](CO)Cc5ccccc5)nn4)[C@@H]3CC[C@H]2C1=O
→ 1.1	-7	1	23	1	-1	-4	5	0.9	96

By substructure, those above with a cyano group
The line under a structure holds: FLuc act counter	FLuc inh counter	APP 5'UTR act	G6PDH counter	NF-kB expr up	APP 5UTR inh	TLR4-MyD88 BLA	Diaphorase inh	Diaphorase act	STAT1 activator
3) COc1ccc(N2CCN(c3oc(COc4ccc(Cl)cc4Cl)nc3C#N)CC2)cc1
→ 1	-5	-12	2	1.3	12	3	21	0.8	110
31) C/C(NCCCn1ccnc1)=C(\C#N)C(N)=O
→ 1.1	-5	6	0	1.3	-6	-1	12	0.9	104

Going on with the list.
The line under a structure holds: FLuc act counter	FLuc inh counter	APP 5'UTR act	G6PDH counter	NF-kB expr up	APP 5UTR inh	TLR4-MyD88 BLA	Diaphorase inh	Diaphorase act	STAT1 activator
41) CCN(C(=O)CN1CCN(c2ccccc2O)CC1)c1c(N)n(Cc2ccccc2)c(=O)[nH]c1=O
→ 1	-4	0	21	1	0	19	16	0.8	100
42) Cc1cc(NC(=O)C2CC(c3c(F)cccc3Cl)=NO2)n(-c2ccccc2)n1 (stereo not drawn)
→ 1	-3	8	5	0.87	-8	17	-11	1.1	88
43) Cc1ccccc1C(=O)NC1CC2CCC(C1)N2Cc1ccccc1 (stereo not drawn)
→ 1	-5	-9	2	1	9	8	3	1	105
44) CCN(CC)CCN=C1CCCc2ccccc2N1
→ 1	-1	11	3	1.2	-11	-4	8	0.9	99
45) NC(=O)C1CCN(C(=O)Cn2cccc2C(=O)c2ccccc2)CC1
→ 1.1	-6	1	7	1.1	-1	1	5	1	105
46) Cc1cccc(C)c1NC(=O)CSc1nnc([C@H](C)NC(=O)OC(C)(C)C)o1
→ 1.1	-7	10	2	1.1	-10	7	17	0.8	104
47) O=C(NCCc1ccccc1)C1CCC(Cn2c(=O)c3ccccc3n(Cc3cccc(F)c3)c2=O)CC1 (stereo not drawn)
→ 1	-4	8	7	1.2	-8	2	12	0.9	97
48) COc1ccc(C2C3=C(N=C4SCC(=O)N42)c2ccccc2CC3)cc1 (stereo not drawn)
→ 0.9	7	46	11	0.66	-46	-5	11	0.9	106
49) CC(NC(=O)c1ccc(NS(C)(=O)=O)cc1)c1ccccc1 (stereo not drawn)
→ 1.1	-7	-14	-18	1.1	14	13	1	1	93
50) CC1CCCCC1NC(=O)CO/N=C/c1ccccc1OC(F)F (stereo not drawn)
→ 1.1	-7	8	-7	1.2	-8	-10	11	0.9	107
51) Cc1ccc(C)c(NC(=O)c2ccc3c(c2)N(Cc2ccc(F)cc2)C(=O)CS3=O)c1 (stereo not drawn)
→ 1	-4	6	14	0.99	-6	-6	-2	1	100
52) CCOc1ccccc1NC(=O)c1cc(S(=O)(=O)N2CCC3(CC2)OCCO3)ccc1F
→ 1.1	-8	18	2	1.3	-18	-11	32	0.7	99

Some entries already given, reduced to FLuc act counter, APP 5UTR inh and G6PDH counter.
#	SMILES	FLuc act counter	APP 5UTR inh	G6PDH counter
45	NC(=O)C1CCN(C(=O)Cn2cccc2C(=O)c2ccccc2)CC1	1.1	-1	7
46	Cc1cccc(C)c1NC(=O)CSc1nnc([C@H](C)NC(=O)OC(C)(C)C)o1	1.1	-10	2

High-throughput results (PubChem BioAssay)
